Peg3 prom inh = inhibitors of Peg3 promoter; HeLa PEG-Prom luciferase reporter, luminescence, overnight; inhibition, % at 20 µM; hit rate 1.7% among 360,000;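 active = inhibition of at least 50% at 20 µM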
HIF-2a inh = blocks HIF-2a reporter activity. hit rate 0.72% among 360,000. inhibition, % at 18.8 µM. AID 624352. 786-0 RCC cells HIF-2a reporter, luciferase luminescence, overnight;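 active = inhibition of the luminescence signal of 40% or more relative to plate controls, in a single-dose primary screen at 18.75 µM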
NR2E3 ag-1 = agonists of human NR2E3 nuclear receptor; Q9Y5X4; CHO-S Gal4-NCOR/VP16-NR2E3 two-hybrid, luciferase; inhibition of corepressor binding, % at 3.98 µM; hit rate 0.35% among 360,000; AID 602229;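 active = inhibition above the mean of all tested compounds plus 3 SD, cut at about 70% in these data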;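 also: 0% = DMSO with NR2E3 transfected cells and 100% = cells lacking NR2E3 construct; higher means lower luciferase signal from less NR2E3 corepressor binding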
Target sequence (Q9Y5X4 whole entry, looked up, the tested form may be a part): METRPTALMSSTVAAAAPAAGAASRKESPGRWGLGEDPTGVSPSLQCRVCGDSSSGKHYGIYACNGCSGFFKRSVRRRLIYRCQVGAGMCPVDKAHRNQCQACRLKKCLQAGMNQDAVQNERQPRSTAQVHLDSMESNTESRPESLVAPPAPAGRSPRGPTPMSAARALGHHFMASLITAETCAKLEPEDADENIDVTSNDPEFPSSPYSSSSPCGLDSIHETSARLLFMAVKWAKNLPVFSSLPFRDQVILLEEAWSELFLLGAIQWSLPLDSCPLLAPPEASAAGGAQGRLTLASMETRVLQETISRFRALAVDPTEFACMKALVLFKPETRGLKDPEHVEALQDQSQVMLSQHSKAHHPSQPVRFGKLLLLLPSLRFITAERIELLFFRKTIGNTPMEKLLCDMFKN
NR2E3 ag-2 = NR2E3 (human) agonism. Q9Y5X4. GST-NR2E3/biotin-RetCOR TR-FRET, 1536-well. inhibition of corepressor binding, % at 4.78 µM. hit rate 0.12% among 320,000. AID 2300;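 active = percent inhibition above the cutoff of mean plus 3 SD of all tested compounds, set per screening campaign, cut at about 20% in these data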;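 also: 0% = DMSO wells and 100% = biotin wells as full block of FRET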
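Test system – NR2E3–RetCOR corepressor complex · Quantity – NR2E3 fusion 1.35 nM · Buffer or medium – Tris pH 7.5 · Incubation – Compound–protein incubation for 5 h at 4 °C · Technique – TR-FRET, Eu(K)-anti-GST donor, streptavidin-D2 acceptor, ex 340, em 617/671 nm · Evaluation – percent inhibition of 671/617 nm emission ratio versus biotin and DMSO controls · Plate – 1536-well format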
MITF TRPM1 inh = MITF TRPM1 promoter inhibition in SK-MEL-5 cells; SK-MEL-5 TRPM1 promoter luciferase, 24 h; hit rate 0.83% among 330,000; AID 488899; inhibition, % at 12.5 µM;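 active = mean inhibition across replicates of 60% or more, whatever share of single replicates reaches that level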; also: values of inactives mirror those of a sister screen read the other way
iPSC survival up = enhancers of human iPSC single-cell survival. hit rate 0.044% among 360,000. AID 602274. survival enhancement, % at 20 µM. hiPSC single-cell survival, ATPlite luminescence; 100% = ROCK inhibitor wells, 0% = DMSO; in the data active = survival enhancement above about 18%;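 also: cells exposed to compounds for 16 hours before the ATP read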
KKLEB tox = CF airway cell cytotoxicity counter-screen; AID 602141; activity change (cytotoxicity), % at 5 µM; hit rate 0.36% among 360,000; KKLEB CF airway cells viability, ATPlite luminescence, overnight; active compounds read low; cells stimulated with P. aeruginosa culture filtrate;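 active = corrected activity change at or below -50% at 5 µM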
TWEAK-Fn14 inh = TWEAK-Fn14 signaling inhibition | inhibition, % at 10 µM | TWEAK-stimulated Fn14 reporter cells, luciferase luminescence, 8 h | hit rate 2% among 360,000; in the data active = inhibition above about 50%
Shn3 3UTR inh = Schnurri-3 reporter inhibition in Clone20 osteoblasts. Clone20 osteoblast Shn3 3'UTR firefly luciferase, 24 h. inhibition, % at 12.5 µM. hit rate 0.52% among 360,000;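 active = mean inhibition of at least 75% with every replicate also reaching 75%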;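 also: 0% = median of neutral control wells and 100% = pilot-screen positive control compound; some compounds past the cut are filed as inactive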
aDG glyco act = alpha-DG glycosylation activation; Pro5-aDG cells, alpha-DG glycosylation AlphaScreen (IIH6); 0% Pro5, 100% B10-LARGE cell signal; hit rate 0.22% among 360,000; activation, % at 10 µM;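 active = activation of at least 8% versus controls, or a plate z-score of at least 8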;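 also: Pro5 are CHO cells carrying HIG-tagged alpha-DG that lacks glycosylation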
CF NFkB block = inhibitors of cystic fibrosis induced NF-kB; KKLEB NF-kB-GFP reporter, PAF-induced, GFP fluorescence overnight; inhibition, % at 5 µM; hit rate 0.86% among 360,000; AID 588850;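 active = at least 50% inhibition at 5 µM, scaled per plate between neutral and stimulator controls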;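 also: PAF is a Pseudomonas aeruginosa culture filtrate used as stimulus; plate controls were PAF-stimulated DMSO wells for no effect and unstimulated DMSO wells for full effect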
The depositor's hits bear a star; . = not tested or not shown.

smiles	HIF-2a inh	NR2E3 ag-2	CF NFkB block	Peg3 prom inh	Shn3 3UTR inh	MITF TRPM1 inh	KKLEB tox	NR2E3 ag-1	aDG glyco act	iPSC survival up	TWEAK-Fn14 inh
CCOC(=O)c1cnc2c(C)c(C)ccc2c1NCCN1CCOCC1	-4	.	-14	14	-13	6	-8	-27	0.4	-0.8	-40
O=C(COC(=O)/C=C/c1cccc(C(F)(F)F)c1)NC(=O)NCc1ccco1	3	.	-3	10	-8	5	0	7	0.5	1.3	11
Cc1c(C)c(C)c(CN2CCCC2)c(C)c1C	25	1	9	12	11	2	0	-51	0.1	-0.7	-4
CCC(C(=O)OCC(=O)Nc1ccc(F)cc1)c1ccccc1 (stereo not given)	6	3	-31	6	-21	7	13	-16	0.1	-0.4	2
O=C(CN1C(=O)NC(Cc2c[nH]c3ccccc23)C1=O)NC1CCCCC1 (stereo not given)	7	4	16	10	9	-8	-9	7	-0.1	0.4	7
CC(C)CNC(=S)NNC(=O)c1ccccc1OC(F)F	-7	-4	10	0	-5	-4	2	6	-0.1	3.3	6
COc1ccc(S(=O)(=O)NCC2CCCO2)c(Cl)c1Cl (stereo not given)	13	-1	-4	10	-7	1	19	-20	0.0	0.0	3
CCc1c(O)nc(SCC(=O)Nc2ccc(OC)cc2)n(C2CCCCC2)c1=O	3	0	1	-4	-3	-2	12	-2	0.0	-3.3	-5
CCNc1nc(NC(C)C)nc(N2CC(=O)N(CC(=O)OCC)C2=N)n1	13	-1	4	-6	-110	-1	0	2	-0.2	-0.3	2
COc1cc(C#Cc2c(C=O)n(C)c3ccccc23)cc(OC)c1	10	4	-8	29	-22	7	9	-12	1.0	-2.3	-3
Cc1ccc(N/C=C(/C#N)c2ccsc2)cc1C	-207	-2	-13	-401	-93	-43	2	-145	0.4	3.7	-44
CN(CCCN1CCOCC1)C(=O)c1ccc2nc(Cc3cccc(Cl)c3)oc2c1	-4	5	-4	10	-5	1	-6	-28	-0.1	-0.4	-8

Further entries follow:
smiles	HIF-2a inh	NR2E3 ag-2	CF NFkB block	Peg3 prom inh	Shn3 3UTR inh	MITF TRPM1 inh	KKLEB tox	NR2E3 ag-1	aDG glyco act	iPSC survival up	TWEAK-Fn14 inh
COc1ccc(C(c2nnnn2Cc2cccs2)N2CCN(c3ccccc3F)CC2)cc1OC (stereo not given)	-12	-6	-14	29	6	7	5	-19	0.2	-0.6	-6
O=C(c1ccccc1)N1CCN(c2ccc([N+](=O)[O-])c(N3CCOCC3)c2)CC1	15	0	-1	6	14	3	11	-6	-0.4	-3.6	-1
O=C(CCCOc1ccccc1)Nc1nccs1	-15	-3	-10	-25	-2	-14	11	-1	0.0	-1.4	-1
C=CC[C@@H](CC(=O)N(CCO)Cc1ccccc1)C(=O)N[C@H](COC(=O)[C@@H](CC=C)Cc1ccc(F)cc1)Cc1c[nH]c2ccccc12	-15	.	19	55*	7	-3	-25	-1	0.0	-1.6	51*
CCNC(=O)CN1C(=O)NC2(CCCc3cc(OC)ccc32)C1=O (stereo not given)	17	0	15	1	-9	9	-13	-18	-0.1	6.3	2
COc1ccccc1/C=C/C(=O)NCC(=O)N/N=C(/C)c1ccc(Cl)cc1	7	0	11	14	0	8	-19	0	0.1	-0.5	-19
CCCCOC(=O)Cn1c(=N)n(CCN(CC)CC)c2ccccc21	8	-2	12	-6	9	-4	-3	-35	-0.1	0.2	-9
Cc1ccc(C(=O)N2N=C(c3ccc(NS(C)(=O)=O)cc3)CC2c2cccs2)cc1 (stereo not given)	9	-2	-6	23	0	8	14	16	0.0	-0.3	1
COc1ccc(NC(=O)c2cc(C3CCCCN3C(=O)c3ccccc3)on2)c(C)c1 (stereo not given)	16	.	-23	22	2	.	-2	5	0.7	-0.3	-13
O=C(c1ccc(S(=O)(=O)N2CCOCC2)cc1)N1CCN(S(=O)(=O)c2ccc(Cl)s2)CC1	17	1	-4	10	10	-4	1	25	-0.1	-0.8	11
Cc1ccc2oc(-c3cccc(NC(=S)NC(=O)c4cccs4)c3)nc2c1	-213	-1	5	-229	-50	-10	-14	-99	-0.1	-0.6	-10
COc1cc2c(cc1OC)CN(C(=O)CCNS(=O)(=O)c1ccccc1F)CC2	9	0	6	11	-42	-5	8	-17	0.1	0.7	-1

Marked active in TWEAK-Fn14 inh, of those listed so far:
SMILES	HIF-2a inh	NR2E3 ag-2	CF NFkB block	Peg3 prom inh	Shn3 3UTR inh	MITF TRPM1 inh	NR2E3 ag-1	aDG glyco act	TWEAK-Fn14 inh
C=CC[C@@H](CC(=O)N(CCO)Cc1ccccc1)C(=O)N[C@H](COC(=O)[C@@H](CC=C)Cc1ccc(F)cc1)Cc1c[nH]c2ccccc12	-15	.	19	55*	7	-3	-1	0.0	51*

Next structures:
smiles	HIF-2a inh	NR2E3 ag-2	CF NFkB block	Peg3 prom inh	Shn3 3UTR inh	MITF TRPM1 inh	KKLEB tox	NR2E3 ag-1	aDG glyco act	iPSC survival up	TWEAK-Fn14 inh
Cc1ccc(S(=O)(=O)N2CCCC2C(=O)NCCc2nc3ccccc3[nH]2)cc1 (stereo not given)	1	-1	0	15	7	8	14	23	0.2	-1.2	-8
O=S(=O)(Nc1ccc2c(c1)OCCO2)c1c(F)cccc1F	-15	-4	6	8	-12	-10	11	18	-0.2	-0.6	0
COc1ccccc1CNC(=O)COC(=O)Cc1ccc(Cl)cc1	16	2	-2	21	7	-5	6	-8	-0.5	4.9	-1
O=C(Nc1cccc(C(F)(F)F)c1)c1cccnc1N1CCN(CCO)CC1	24	-4	-3	2	17	18	1	-25	0.6	0.1	-2
CC(NC(=O)C1CCC(CNc2c(N3CCCCC3)c(=O)c2=O)CC1)c1ccccc1 (stereo not given)	16	1	-7	-7	-3	-1	-4	9	0.0	-0.2	-5
Cc1ccnc(NS(=O)(=O)c2ccc3ccccc3c2)n1	12	1	8	3	-1	7	6	-7	0.0	-0.6	14
Cc1cc(NC(=O)c2c(F)cccc2F)n(-c2nc3ccccc3[nH]2)n1	-71	-1	-22	28	24	-1	-1	8	-0.3	-1.1	22
COc1ccc(-n2nc(C(=O)NCC(=O)N3CCOCC3)c3ccccc3c2=O)cc1OC	0	0	-7	7	-4	-2	4	-18	-0.2	-0.2	6
COc1ccc(OCCSc2nc(C)nc3ccccc23)cc1	-91	2	18	-22	22	-4	-1	-16	1.1	-1.1	10
CC(=O)c1ccc(OCCCC(=O)Nc2cc(Cl)ccc2-n2cncn2)cc1	9	-2	-7	6	2	7	7	-8	0.1	-0.4	6
Cc1ccccc1P(=O)(c1ccccc1)c1ccccc1C	9	.	4	13	2	.	-8	-11	0.2	-4.5	-16
O=C(CSCc1c(Cl)cccc1Cl)NN=C1CCCC1	10	5	-5	12	-2	8	10	-20	-0.1	0.4	21

Next section:
smiles	HIF-2a inh	NR2E3 ag-2	CF NFkB block	Peg3 prom inh	Shn3 3UTR inh	MITF TRPM1 inh	KKLEB tox	NR2E3 ag-1	aDG glyco act	iPSC survival up	TWEAK-Fn14 inh
COc1cccc(/C=N/NC(=O)CNC(=O)COc2ccccc2)c1O	8	-3	-14	43	8	21	10	-8	0.1	-0.4	-1
O=C(N/N=C/c1cccc(O)c1)c1ccc(COc2ccccc2Br)cc1	-36	-2	-34	-1	5	-16	5	-85	0.1	2.2	-3
COc1ccc(OCCN2CCC(C(=O)NC(c3ccc(Cl)cc3)c3ncccc3C)CC2)cc1 (stereo not given)	9	.	12	4	4	.	-9	-16	0.2	-2.0	11
COc1ccc(-n2ncc3c(NCc4ccco4)ncnc32)cc1	-185	1	6	-319	-25	-39	7	-103	0.1	0.0	29
N#CCSc1nc2ccc(N3CCCCC3)cc2c(=O)n1Cc1ccccc1	-47	-1	-27	-26	12	-29	-27	-11	-0.4	-0.1	-21
CC(C)CC(N)c1csc(NC(=O)NCCc2ccccc2)n1 (stereo not given)	9	.	-18	25	-4	.	9	29	0.3	-3.8	-11
Cc1ccc(NC(=O)C(C)OC(=O)/C=C/c2ccccc2)cc1S(=O)(=O)N1CCOCC1 (stereo not given)	13	-2	19	-6	1	-3	-12	-7	0.0	-0.5	1
COc1ccnc(N=CNOCc2cccc(C(F)(F)F)c2)c1C#N	-59	0	-16	-49	12	-23	2	-7	0.5	1.7	-52
COc1ccc(NC(=O)C23CC4CC(C2)CC(n2cnc(Br)n2)(C4)C3)c(OC)c1	16	-1	-8	22	9	1	8	-20	-0.2	-1.1	1
Cc1cc(Br)ccc1OCC(=O)NNC(=O)Cc1ccccc1	10	-2	2	13	0	17	1	-8	0.4	9.1	4
CC(C)c1ccc(C(=O)N2CCCCC2c2cc(C(=O)NCc3cccnc3)no2)cc1 (stereo not given)	14	.	-16	-2	-7	.	-6	8	-0.1	0.0	-35
Cc1ccc2c(c1)-c1[nH]c(=S)ncc1CS2	15	2	-3	8	-6	-8	-6	-20	0.1	0.7	23

More compounds follow:
smiles	HIF-2a inh	NR2E3 ag-2	CF NFkB block	Peg3 prom inh	Shn3 3UTR inh	MITF TRPM1 inh	KKLEB tox	NR2E3 ag-1	aDG glyco act	iPSC survival up	TWEAK-Fn14 inh
Cc1ccccc1C(=O)Oc1cccc(Nc2ncnc3ccccc23)c1	-2	-2	14	-23	49	6	2	72*	6.3*	-3.6	53*
Cc1ccc(SCc2[nH]nc3c2C2(C(=O)N(C)c4ccccc42)C(C#N)=C(N)O3)cc1 (stereo not given)	14	0	10	13	0	15	-2	-2	0.0	2.6	6
O=C(NC(=S)Nc1ccc([N+](=O)[O-])cc1O)C1CCCCC1	-113	5	9	-14	-3	-12	-7	-4	-0.1	-0.1	8
COCCNC(=O)C(c1cccs1)N(Cc1cccs1)C(=O)Cn1nnc2ccccc21 (stereo not given)	6	0	1	-16	-3	-7	2	9	-0.1	6.8	10
C/C(=N\Nc1nccnc1Cl)c1c(F)c(F)c(F)c(F)c1F	10	-2	2	14	-10	-8	-2	8	-0.4	-1.0	-18
COC(=O)[C@@]1(Cc2ccccc2)[C@H]2C(=O)N(Cc3ccccc3)C(=O)[C@H]2[C@H]2CN=C(SCC3CC3)N21	-6	.	12	-3	27	-4	7	-51	0.3	2.2	23
Cc1cccc(N2CCN(C(=O)c3ccc4c(c3)c(C)c(C)n4C)CC2C)c1 (stereo not given)	-4	1	1	9	4	-4	-2	25	0.0	0.1	-5
Cc1ccc(C2CC(c3ccc(Cl)cc3)=NNC2=O)cc1 (stereo not given)	13	-2	9	14	11	-3	-1	-8	0.0	1.2	3
COC(=O)c1ccc(/C=N/OCC(=O)NC2CCCCCCC2)cc1	-9	-1	-9	17	10	-14	1	10	0.3	-0.5	10
CN(C)C(=O)c1ccc(NC(=O)c2cncc(Br)c2)cc1	-82	7	32	-74	-1	-59	4	-26	-0.1	-0.3	-11
O=C(Nc1cccc(NC(=O)c2ccccc2F)c1)c1ccccc1	-112	-3	0	-31	0	10	1	-24	0.1	1.0	0
COc1cccc(NC(=O)COC(=O)CCOc2ccccc2OC)c1	5	-2	12	11	-2	1	-6	-1	0.2	-0.6	9
